NFkB transloc pot: enhances IL-1B driven NFkB nuclear translocation; activation, % at 2 µM; HUVEC IL-1B NFkB p65 nuclear translocation imaging; 94,000 tested, 0.3% active; AID 819;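 active = activation above 40%, about the mean plus 3 SD, also judged a hit on visual image review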;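 note: percent activation is computed from the nuclear over cytoplasmic p65 intensity ratio; values of inactives mirror those of a sister screen read the other way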
Bcl-B displacement: displacers of TR3 peptide from Bcl-B, primary screen, selectivity assay for Bfl-1 inhibitor project, biochemical, fluorescence polarization; AID 748; 96,000 tested, 0.11% active; one-dose displacement, % at 20 µM; IC50 in µM for titrated hits; FP displacement of FITC-TR3 peptide from Bcl-B; higher % means a stronger effect;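 active = displacement above 50% at 20 µM plus a fluorescence interference ratio under 1.5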;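 note: plate controls were wells without compound for no effect and wells lacking Bcl-B protein for full effect; a part of the inactive calls stands beside numbers as strong as those of hits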
PLAP inhibition: inhibition of human placental alkaline phosphatase – biochemical, luminescence, HTS (AID 690) | purified PLAP, luminescent substrate; higher % means a stronger effect | 96,000 tested, 0.08% active | inhibition, % at 20 µM; hits with a dose series show IC50 in µM; in the data active = a potency from the dose series; inactive = the rest, 99 in 100 with inhibition below about 30%; note: strong numbers were not always called active
MRP resist rev: compounds reversing MRP-mediated drug resistance; H69AR cells + 2 uM doxorubicin, CellTiter-Glo, 72 h; differential viability (reversal), % at 10 µM; 85,000 tested, 0.04% active;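 active = viability drop by adding the cancer drug above about 55%, with treated viability meeting a 40% cutoff, limit read from the data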;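 note: viability without doxorubicin minus viability with 2 µM doxorubicin for each compound; larger differential means the compound sensitizes cells more to doxorubicin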
NFkB transloc inh: blocks IL-1B driven NFkB nuclear translocation in HUVEC cells; HUVEC IL-1B NFkB p65 nuclear translocation imaging; inhibition, % at 2 µM; 94,000 tested, 0.43% active; AID 796;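 active = inhibition above about 30% together with a positive call from visual inspection of the well image, limit read from the data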;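 note: nuclear over cytoplasmic p65 intensity ratio measured by imaging; 0% = IL-1B stimulated DMSO wells and 100% = unstimulated DMSO wells; values of inactives mirror those of a sister screen read the other way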
MRP resist rev cytotoxicity: further read-out of MRP resist rev, marked with its call; viability, %; H69AR cells, CellTiter-Glo, 72 h; measured here: cytotoxicity without doxorubicin
MRP resist rev with doxorubicin: further read-out of MRP resist rev, marked with its call; viability, %; measured here: viability with 2 uM doxorubicin; hits give low values
NFkB transloc inh cell count 2 µM: recorded beside NFkB transloc inh, whose call it bears; cell count; measured here: cells passing quality filter;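 raw number of nuclei counted in each imaged well without normalization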
NFkB transloc pot cell count 2 µM: further read-out of NFkB transloc pot, marked with its call; cell count; measured here: cells passing quality filter
An asterisk follows results filed as active; nt = not tested or not shown. Some of the compounds tested; count on the stated rates, not on these rows.

structure | NFkB transloc pot | NFkB transloc pot cell count 2 µM | Bcl-B displacement | PLAP inhibition | MRP resist rev | MRP resist rev cytotoxicity | MRP resist rev with doxorubicin | NFkB transloc inh | NFkB transloc inh cell count 2 µM
CCN(CC)C(=O)N1CCN(S(=O)(=O)c2ccc(C)cc2)CC1 | 6 | 154 | 9% | -17% | 32 | 116 | 84 | -6 | 154
CC(=O)Nc1ccc(NC2=Nc3ccccc3N3C2=Nc2c(c(C)nn2-c2ccccc2)C3c2ccccc2)cc1 (stereo not given) | -1 | 155 | -40% | -13% | -12 | 67 | 79 | 1 | 155
CSC1=NC(NCCCO)c2c(sc3c2CC(C)(C)OC3)N1 (stereo not given) | 13 | 120 | 1% | -19% | 3 | 57 | 54 | -13 | 120
COCC(C)NC(=O)c1cc(-c2ccc(OC)c(OC)c2)on1 (stereo not given) | -2 | 115 | -2% | 10% | -13 | 90 | 104 | 2 | 115
CC(=O)N(Cc1ccc2c(c1)OCO2)C1CC(=O)N(CCc2ccccc2)C1=O (stereo not given) | -6 | 110 | -11% | -52% | 7 | 80 | 73 | 6 | 110
O=C(Cn1nc(-c2ccccc2)nc1-c1ccccc1)N1CCOCC1 | 8 | 70 | -3% | -16% | 5 | 82 | 77 | -8 | 70
O=C(NC1CCN(Cc2ccccc2)CC1)c1ccccc1F | 13 | 86 | 6% | -28% | 1 | 96 | 95 | -13 | 86
Cc1oc(-c2ccc(Cl)cc2)nc1CN1CCC(C(=O)NCCCN2CCCC2=O)CC1 | 3 | 194 | -6% | -64% | 9 | 82 | 73 | -3 | 194
CC(C)C1CC(O)(C2(O)CCCCC2)ON1 (stereo not given) | nt | nt | -9% | -3% | 6 | 107 | 100 | nt | nt
CSc1nc(NCC(C)C)nc(N2CCOCC2)n1 | 17 | 113 | -12% | 13% | 20 | 98 | 79 | -17 | 113
C/C(N)=C(/C#N)C(=O)COc1ncnc2ccc(Br)cc12 | 10 | 107 | 11% | 5% | 0 | 93 | 92 | -10 | 107
COc1ccc2[nH]c(=O)c(C(c3nnnn3CC3CCCO3)N3CCc4ccccc4C3)cc2c1 (stereo not given) | -3 | 192 | 0% | -57% | 7 | 98 | 91 | 3 | 192
Cc1ccccc1-c1cc(C(=O)n2cccn2)c2cc(Cl)ccc2n1 | -6 | 134 | -17% | 10% | nt | nt | nt | 6 | 134
CC(C)C(NC(=O)C1CCCCC1)C(=O)NCc1ccccn1 (stereo not given) | 7 | 72 | 0% | 5% | -38 | 71 | 109 | -7 | 72
Cc1cccc2cc(C(c3nnnn3CC3CCCO3)N3CCCC4(CCCCC4)C3)c(=O)[nH]c12 (stereo not given) | 3 | 205 | -13% | -16% | -8 | 68 | 76 | -3 | 205
O=C1c2ccsc2SCCN1Cc1cccc(Cl)c1 | nt | nt | -4% | 23% | 10 | 85 | 75 | nt | nt
COc1c(Cl)cc(C(=O)Nc2ccccc2-c2ccccc2)cc1Cl | -1 | 158 | 1% | 16% | nt | nt | nt | 1 | 158
Cc1nc2sc3c(c2c2nnc(SCC(=O)NCc4ccco4)n12)CCCC3 | 7 | 145 | 0% | -56% | nt | nt | nt | -7 | 145
Cc1nn(-c2ccccc2)c(C)c1C(=O)OCC(=O)c1c(N)n(CC(C)C)c(=O)n(C)c1=O | nt | nt | 6% | -49% | -9 | 76 | 84 | nt | nt
COc1cccc(CSc2nnc(-c3ccc(F)cc3)o2)c1 | -6 | 145 | -5% | 0% | 13 | 95 | 82 | 6 | 145
COc1ccc2[nH]c(C)c(C(=O)CN3CCN(C(=O)c4ccco4)CC3)c2c1 | 9 | 111 | -5% | -10% | nt | nt | nt | -10 | 111
NC(=O)C1CCN(C(=O)c2cc3ccccn3n2)CC1 | 16 | 83 | 0% | 10% | 7 | 95 | 88 | -16 | 83
Cc1ccc(N2C(=O)CSC2c2c(F)cccc2Cl)cc1 (stereo not given) | 1 | 141 | -4% | -3% | -10 | 77 | 88 | -1 | 141
O=C1CSC(c2cn(-c3ccccc3)nc2-c2cc3ccccc3oc2=O)N1Cc1cccnc1 (stereo not given) | -5 | 158 | -7% | -64% | 9 | 67 | 59 | 5 | 158
CCc1nnc(NC(=O)CN2C(=O)c3ccccc3C2=O)s1 | nt | nt | 12% | 3% | -3 | 104 | 107 | nt | nt

Copied from the entries so far (2 entries):
structure | NFkB transloc pot | NFkB transloc pot cell count 2 µM | Bcl-B displacement | PLAP inhibition | MRP resist rev | MRP resist rev cytotoxicity | MRP resist rev with doxorubicin | NFkB transloc inh | NFkB transloc inh cell count 2 µM
CCN(CC)C(=O)N1CCN(S(=O)(=O)c2ccc(C)cc2)CC1 | 6 | 154 | 9% | -17% | 32 | 116 | 84 | -6 | 154
CC(=O)Nc1ccc(NC2=Nc3ccccc3N3C2=Nc2c(c(C)nn2-c2ccccc2)C3c2ccccc2)cc1 (stereo not given) | -1 | 155 | -40% | -13% | -12 | 67 | 79 | 1 | 155

The list goes on.
Second line of a record – NFkB transloc pot | NFkB transloc pot cell count 2 µM | Bcl-B displacement | PLAP inhibition | MRP resist rev | MRP resist rev cytotoxicity | MRP resist rev with doxorubicin | NFkB transloc inh | NFkB transloc inh cell count 2 µM
> CN(C)CCn1c(C(=O)O)cc2ccccc21
  -25 | 85 | 0% | 17% | -4 | 97 | 101 | 26 | 85
> Nc1cc(N)nc(SCC(=O)N2CCCCC2)n1
  5 | 94 | -4% | -11% | -5 | 85 | 90 | -5 | 94
> CCOC(=O)CSc1cc(=O)n(CC)c2ccccc12
  16 | 152 | 9% | -15% | -4 | 92 | 96 | -16 | 152
> CC1CC2(CCCCC2)Nc2ccc3ccccc3c21 (stereo not given)
  8 | 117 | nt | nt | 4 | 89 | 85 | -8 | 117
> c1cncc(-c2nnc(-c3cccs3)o2)c1
  7 | 82 | -1% | 11% | 2 | 90 | 88 | -8 | 82
> Cn1c(=O)c2c(nc(N3CCc4ccccc4C3)n2Cc2ccc(Br)cc2)n(C)c1=O
  14 | 126 | -8% | 3% | 4 | 91 | 86 | -14 | 126
> CCOC(=O)C1=C(C)NC(=O)NC1c1ccccc1Cl (stereo not given)
  -13 | 68 | -3% | 18% | 8 | 100 | 92 | 13 | 68
> Cn1ncc(C#N)c1NC(=O)C1CC(c2c(F)cccc2Cl)=NO1 (stereo not given)
  7 | 192 | 0% | -13% | 16 | 115 | 99 | -7 | 192
> CCn1c(O)c2ccc(C(=O)N=NC(=O)c3cccnc3)cc2c1O
  12 | 153 | -27% | 5% | nt | nt | nt | -12 | 153
> Cc1ccc(Sc2nnc(-c3ccccc3)cc2C#N)cc1
  2 | 150 | 8% | 10% | 5 | 82 | 77 | -2 | 150
> O=S1(=O)CC/C(=N\O)c2ccccc21
  -1 | 152 | nt | nt | -9 | 91 | 101 | 1 | 152
> O=c1cc(N2CCCCC2)c(-c2ccccc2)nn1Cc1cccc(Cl)c1
  7 | 165 | 0% | 9% | nt | nt | nt | -7 | 165
> CCOC(=O)c1sc(NC(=O)c2ccccc2)cc1C
  12 | 206 | -4% | 2% | nt | nt | nt | -12 | 206
> N/C(=N\OC(=O)c1cccc(F)c1)c1ccccc1
  10 | 129 | 0% | 13% | nt | nt | nt | -10 | 129
> CCCCC(=O)N=c1sc2cc(S(C)(=O)=O)ccc2n1C
  0 | 79 | -3% | 18% | 11 | 87 | 76 | 0 | 79
> c1cc2c(nn1)CCc1nonc1-2
  8 | 195 | 1% | 8% | 1 | 98 | 97 | -8 | 195
> CC1(C)CC2(CC(c3cccs3)c3cc(Cl)c(O)cc3O2)NC(=S)N1 (stereo not given)
  nt | nt | -2% | 8% | nt | nt | nt | nt | nt
> C/C(=C\C(=O)c1ccccc1)Nc1cccc(O)c1
  -7 | 110 | 24% | -9% | -12 | 80 | 91 | 7 | 110
> O=C(Nc1nc(-c2cc(Cl)sc2Cl)cs1)c1cccs1
  nt | nt | -16% | 11% | -12 | 79 | 91 | nt | nt
> CC(=O)Nc1cccc(C(=O)OC(C(=O)c2ccc(C)cc2)c2ccccc2)c1 (stereo not given)
  -1 | 179 | -2% | -16% | nt | nt | nt | 1 | 179
> O=C(NCCN1CCN(c2ccccc2)CC1)C1CCN(S(=O)(=O)N2CCOCC2)CC1
  -9 | 83 | -2% | -20% | 5 | 92 | 87 | 11 | 83
> Cc1ccc(CN(C)C(=O)C2CCCN2C(=O)c2cccs2)o1 (stereo not given)
  -1 | 130 | 6% | -46% | 4 | 95 | 91 | 1 | 130
> COc1ccc(C(C(=O)NC2CCCCC2)N(C(=O)c2sc(C)nc2C)c2ccc(C(C)=O)cc2)cc1 (stereo not given)
  -8 | 133 | 0% | -32% | nt | nt | nt | 8 | 133
> COc1ccccc1Cn1c(=S)[nH]c2cc(C(=O)N3CCN(C)CC3)ccc2c1=O
  7 | 91 | -3% | -16% | 12 | 44 | 32 | -5 | 91
> CCCc1nc2n[nH]c(N)c2c2c1CCCC2
  5 | 152 | -3% | -10% | -11 | 95 | 106 | -5 | 152
> COc1nc(OC)nc(N2CCC(C(=O)NC3CCCCCC3)CC2)n1
  2 | 128 | -8% | 7% | 10 | 93 | 83 | -2 | 128
> O=C(CCNC(=O)c1ccco1)NCc1ccccc1
  -4 | 46 | -6% | 4% | 11 | 103 | 92 | 4 | 46
> Cc1cc(NC(=O)CSC2=Nc3ccccc3C3=NC(Cc4ccccc4)C(=O)N23)n[nH]1 (stereo not given)
  -9 | 150 | -3% | -62% | 1 | 95 | 95 | 9 | 150
> COc1nc(-c2ccc(Cl)cc2)ccc1-c1noc(-c2ccncc2)n1
  6 | 155 | nt | nt | 12 | 99 | 87 | -6 | 155
> COc1cccc(OC)c1C(=O)N1CCN(Cc2ccncc2)CC1
  20 | 130 | 6% | -10% | -8 | 91 | 99 | -20 | 130
> CCOC(=O)C1CCN(C(=O)CC(C)c2ccccc2)CC1 (stereo not given)
  7 | 99 | -6% | -18% | 10 | 104 | 95 | -7 | 99
> N#C/C(=C1/CCCCCN1)c1nc2ccccc2[nH]1
  9 | 89 | 5% | 6% | 8 | 80 | 73 | -9 | 89
> CCOCC(=O)Nc1c(C(=O)Nc2ccccc2OC)oc2ccccc12
  3 | 50 | 3% | -20% | nt | nt | nt | -3 | 50
> COCCn1nnnc1C(c1cccc(C#N)c1)N1CCCCCC1 (stereo not given)
  25 | 187 | -2% | -38% | -4 | 81 | 84 | -25 | 187
> Cc1ccc2cc(/C=C3\N=C(c4ccccc4)OC3=O)c(N3CCOCC3)nc2c1
  5 | 105 | 39% | -40% | nt | nt | nt | -5 | 105
> c1ccc(N2CCN(c3nc(NCc4ccco4)c4ccccc4n3)CC2)cc1
  31 | 107 | 3% | -8% | nt | nt | nt | -31 | 107
> CCC1CCCCN1C(=O)CSc1nc(N)c(NC(=O)c2ccco2)c(=O)[nH]1 (stereo not given)
  nt | nt | -2% | -10% | -5 | 93 | 98 | nt | nt
> O=C(NCc1ccc(F)cc1)C1CCN(C(=O)NCc2ccccc2)CC1
  -7 | 139 | -5% | 3% | 19 | 99 | 80 | 7 | 139
> O=C(NNC(=O)c1cc2cc3ccccc3nc2s1)c1cccc(C(F)(F)F)c1
  4 | 152 | 5% | -30% | nt | nt | nt | -4 | 152
> Cc1ccc(S(=O)(=O)C(CCC(=O)N2CCOCC2)S(=O)(=O)c2ccc(C)cc2)cc1
  23 | 193 | -6% | -62% | 15 | 97 | 83 | -23 | 193
> O=c1[nH]c(NCc2ccccc2)nc2c1CCC2
  9 | 218 | -3% | -8% | nt | nt | nt | -9 | 218
> COc1cccc(C(=O)SC2=NCCS2)c1
  5 | 148 | 7% | 6% | -14 | 83 | 96 | -5 | 148

Some values from the entries so far.
N#C/C(=C1/CCCCCN1)c1nc2ccccc2[nH]1 – MRP resist rev cytotoxicity: 80
CCOCC(=O)Nc1c(C(=O)Nc2ccccc2OC)oc2ccccc12 – PLAP inhibition: -20%
O=C(NNC(=O)c1cc2cc3ccccc3nc2s1)c1cccc(C(F)(F)F)c1 – NFkB transloc pot cell count 2 µM: 152
CCOC(=O)C1CCN(C(=O)CC(C)c2ccccc2)CC1 (stereo not given) – MRP resist rev with doxorubicin: 95
O=C(NCc1ccc(F)cc1)C1CCN(C(=O)NCc2ccccc2)CC1 – Bcl-B displacement: -5%
COc1cccc(C(=O)SC2=NCCS2)c1 – MRP resist rev cytotoxicity: 83
